High-throughput results (PubChem BioAssay)
M1 antag = blocks human M1 muscarinic receptor; P11229; CHO-K1 hM1, Fluo-8 calcium fluorescence, ACh EC80 antagonist; inhibition, % at 3 µM; 360,000 tested, 1.3% active; AID 588852;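 active = percent inhibition above its own plate's cutoff, namely the mean of that plate's compound wells plus 3 SD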;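 also: peak over basal fluorescence ratio during 140 s after agonist addition; 0% = ACh EC80 plus DMSO and 100% = DMSO alone without agonist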
Target sequence (P11229 whole entry, looked up): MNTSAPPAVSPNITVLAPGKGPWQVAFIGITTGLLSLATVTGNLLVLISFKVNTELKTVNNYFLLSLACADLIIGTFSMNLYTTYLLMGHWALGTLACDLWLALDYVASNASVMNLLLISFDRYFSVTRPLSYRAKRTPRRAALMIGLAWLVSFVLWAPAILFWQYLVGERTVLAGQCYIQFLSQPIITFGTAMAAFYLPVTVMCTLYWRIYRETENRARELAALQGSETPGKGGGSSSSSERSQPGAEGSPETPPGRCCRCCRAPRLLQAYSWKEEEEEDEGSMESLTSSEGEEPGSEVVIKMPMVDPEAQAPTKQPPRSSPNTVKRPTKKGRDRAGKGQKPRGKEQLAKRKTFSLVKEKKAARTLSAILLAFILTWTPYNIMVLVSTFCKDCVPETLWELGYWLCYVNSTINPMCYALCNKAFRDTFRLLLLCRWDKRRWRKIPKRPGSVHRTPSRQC
CHO parental Ca = signal in parental CHO cells, OX1R antagonist counter-screen. parental CHO-K1, ATP-induced calcium, Fluo-8 fluorescence. inhibition, % at 5.6 µM. 330,000 tested, 0.63% active. AID 463079;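 active = inhibition above that plate's mean sample inhibition plus 3 SD, cut at about 26% in these data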;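 also: 0% = ATP-challenged DMSO wells and 100% = DMSO wells without ATP; some compounds past the cut are filed as inactive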
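Material: parental CHO cells / Compound: single nominal dose of 5.6 µM per compound / Signal: Fluo-8 fluorescence / Replicates: singlicate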
CHO-K1 Ca ag = nonselective activator or artifact in parental CHO-K1 cells; activation, % at 3 µM; 360,000 tested, 0.48% active; Fluo-8 calcium fluorescence; scaled to maximal ATP response, vehicle zero; in the data active = activation above about 15%;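 also: untransfected CHO-K1 host cells lacking M1 receptor as counterscreen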
CHO-K1 Ca antag = M1 antagonist counterscreen hit in parental CHO-K1 cells | 360,000 tested, 0.6% active | ATP-induced calcium, Fluo-8 fluorescence | AID 602250 | inhibition, % at 3 µM;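 active = inhibition above a per-plate cutoff, the plate's mean sample inhibition plus 3 SD, cut at about 24% in these data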;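 also: 0% = DMSO plus EC80 ATP and 100% = DMSO alone without ATP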
CHRM1 agonist = human M1 muscarinic receptor agonism; P11229; CHO-K1 hM1, Fluo-8 calcium fluorescence, agonist mode; 0% DMSO, 100% acetylcholine EC100; activation, % at 3 µM; 360,000 tested, 0.33% active; AID 588814;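 active = activation above the run's mean compound activation plus 3 SD, cut at about 16% in these data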;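 also: peak over basal fluorescence ratio within a 140 s kinetic read after compound addition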
TAAR1 antag = antagonists of human TAAR1 | inhibition, % at 3 µM | 360,000 tested, 1.5% active | Q96RJ0 | AID 624466 | CHO RD-HGA16 TAAR1, Fluo-8 calcium fluorescence, antagonist;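 active = inhibition above a per-plate cutoff, the mean inhibition of test compounds on that plate plus 3 SD, cut at about 49% in these data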;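 also: 0% = DMSO plus EC80 beta-PEA response and 100% = DMSO alone without agonist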
Target sequence (Q96RJ0 whole entry, looked up): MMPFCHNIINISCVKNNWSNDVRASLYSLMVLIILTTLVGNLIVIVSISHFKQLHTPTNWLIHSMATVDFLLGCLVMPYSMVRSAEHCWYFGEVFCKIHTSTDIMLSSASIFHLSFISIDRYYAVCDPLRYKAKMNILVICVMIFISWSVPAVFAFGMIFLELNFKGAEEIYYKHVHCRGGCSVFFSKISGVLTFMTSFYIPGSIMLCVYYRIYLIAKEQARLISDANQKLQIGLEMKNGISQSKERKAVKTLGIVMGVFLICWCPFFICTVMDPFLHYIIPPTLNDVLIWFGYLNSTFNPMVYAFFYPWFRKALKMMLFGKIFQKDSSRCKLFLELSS
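Test system: RD-HGA16 CHO cells with stable hTAAR1 and Gα16 / Probe or stimulus: EC80 β-phenethylamine stimulus / Times: seeding 17-24 h prior, 75-min 37 °C, 30-min RT dye loading / Detection: Fluo-8 calcium-sensitive fluorescence / Read-out basis: % inhibition scaled between DMSO and EC80 PEA controls / Repeats: singlicate, one well per test compound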
TAAR1 agonist = agonists of human TAAR1 | Q96RJ0 | CHO RD-HGA16 TAAR1, Fluo-8 calcium fluorescence; vehicle wells 0%, saturating PEA agonist 100% | activation, % at 3 µM | 360,000 tested, 0.99% active;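 active = activation above the mean activation of all test compounds in the run plus 3 SD, cut at about 38% in these data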
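Test system: RD-HGA16 (CHO) cells co-expressing Gα16 and hTAAR1 / Benchmarks: DMSO vehicle as 0%, PEA at EC100 as 100% / Repeats: no replicates (n 1) / Measure: % activation from peak over basal fluorescence ratio, DMSO-to-PEA scaled / Timing: 17-24 h plating, Fluo-8 75 min 37 °C, 30 min RT / Technique: kinetic Fluo-8 calcium fluorescence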
M1 PAM = potentiates human M1 receptor response to acetylcholine; activation, % at 3 µM; 360,000 tested, 0.088% active; P11229; CHO-K1 hM1, Fluo-8 calcium fluorescence, ACh EC20; 0% = ACh EC20, 100% = maximal ACh; in the data active = activation above about 19%, passing the limit was not always enough
CHO-K1 Ca PAM = M1 PAM counterscreen hit in parental CHO-K1 cells | ATP EC20, Fluo-8 calcium fluorescence; 0% at ATP EC20, 100% at ATP max | activation, % at 3 µM | 360,000 tested, 0.02% active;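 active = activation above the run cutoff, the mean activation of all test compounds plus 3 SD, cut at about 40% in these data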;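 also: peak over basal fluorescence ratio in a 140 s read after ATP addition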
* hit, by the source's call; . = not tested or not shown; & = joins results of further samples.

Values in the order: M1 antag | CHO parental Ca | CHO-K1 Ca ag | CHO-K1 Ca antag | CHRM1 agonist | TAAR1 antag | TAAR1 agonist | M1 PAM | CHO-K1 Ca PAM
- O=C(CSc1cccc2cccnc12)N/N=C/c1ccncc1
→ 1 | -4 | 0.1 | 4 | -1 | -1 | 7 | 3 | -14
- COc1ccc(NC(=O)C2CCN(C(=O)c3cccs3)CC2)cc1OC
→ -5 | -11 | 0.5 | -9 | -2 | 3 | 14 | 2 | 18
- Cc1ccc(N(C(C)C(=O)O)S(=O)(=O)c2cccnc2)cc1 (stereo not given)
→ 4 | -12 | -0.5 | 1 | -3 | -26 | 0 | -3 | 3
- N=c1sccn1CC(=O)N1N=C(c2ccc(Cl)cc2)CC1c1ccco1 (stereo not given)
→ -6 | -23 | 0.6 | -15 | -5 | 53* | 11 | 2 | 23
- CCNC(=S)N(CCN(C)C)Cc1cc2cc(OCC)ccc2[nH]c1=O
→ -9 | -8 | 0.6 | -2 | -7 | -34 | 1 | 3 | -11
- CC1=NN(C(=O)Cc2ccc([N+](=O)[O-])cc2)C(O)(C(F)(F)C(F)(F)F)C1 (stereo not given)
→ -7 | -10 | 1.2 | -10 | -3 | -26 | 8 | 4 | 15
- CN(Cc1ccccc1)C(=O)c1ccccc1C(=O)OCC(=O)N(Cc1ccccc1)C(C)(C)C
→ 0 | -20 | 4.6 | -14 | -1 | 40 | 17 | 7 | 16
- O=C1C2C3C=CC(O3)C2C(=O)N1N=Cc1cccc2ccccc12 (stereo not given)
→ -15 | . | 1.3 | -11 | 1 | -12 | -1 | 6 | 7
- CCc1cc2c(NC3CCCC3)ncnc2s1
→ -1 | 15 | 9.9 | 9 | 0 | -13 | 7 | 2 | 8
- O=C(CSc1nnc(NC(=O)C2CC2)s1)Nc1ccccc1
→ -5 | -3 | 0.9 | 0 | -5 | -4 | 2 | 5 | 6
- COc1ccc(Cc2nnc(N/N=C/c3ccccc3O)[nH]c2=O)cc1OC
→ -1 | -20 | -0.5 | 19 | -2 | -21 | 5 | -1 | -14
- CC1=CC(C)=Nc2ccc(C)cc2N1
→ 2&-17 | 5&-13 | 0.8&0.4 | -8&-15 | -4&-5 | -2&8 | 0&6 | 6&11 | 15&13
- Fc1ccccc1Nc1nc(N2CCOCC2)nc(N2CCOCC2)n1
→ -6 | . | -0.1 | 9 | -4 | -9 | 0 | 0 | -19
- O=C(CNS(=O)(=O)c1ccccc1)Nc1ccccc1Br
→ 1 | -4 | 1.3 | -12 | -2 | -25 | 3 | 5 | 7
- Cc1ccc(N(Cc2ccc(C(=O)NCCSc3ccccn3)cc2)S(C)(=O)=O)cc1C
→ -4 | -17 | 1.7 | -5 | -1 | -9 | 5 | 8 | 18
- Cc1ccc(S(=O)(=O)NC(=O)COc2ccccc2)cc1
→ -17 | 12 | -0.3 | -12 | 0 | 11 | 8 | 10 | 12
- CCOc1ccc(C(C)NC(=O)c2ccccc2F)cc1 (stereo not given)
→ -9 | -7 | 1.0 | -1 | -4 | 7 | 2 | 14 | 17
- Cn1cc(Br)c(NS(=O)(=O)c2ccc(Cl)s2)n1
→ -16 | -13 | 1.2 | -17 | -2 | -3 | 4 | 11 | 13
- C[C@H](CO)N1C[C@H](C)[C@@H](CN(C)C(=O)Nc2ccccc2)Oc2c(NC(=O)c3ccncc3)cccc2C1=O
→ -2 | -17 | 0.0 | -12 | -3 | -24 | 9 | 4 | 4
- O=C(c1cccs1)N1CCN(S(=O)(=O)Cc2ccccc2)CC1
→ 15 | -10 | 0.1 | 10 | -4 | -7 | 1 | -7 | -5
- CN1CCN(C(=O)c2cn(C)c3ccc(S(=O)(=O)N(C)C4CCCCC4)cc3c2=O)CC1
→ 1 | -7 | 0.0 | -1 | -11 | 1 | -1 | -4 | 23
- CCOC(=O)c1cc(-c2ccc(F)cc2)n(CC(=O)NCc2cccnc2)c1C
→ -7 | -14 | 0.6 | -5 | -6 | 5 | 6 | 12 | 21
- CCN(CC)C(=O)c1cc(Cl)ccn1
→ -4 | -5 | -0.2 | -7 | -1 | -26 | 9 | 8 | 1
- Cc1cc(=O)oc2c(CN3CCN(C)CC3)c(O)c(Cl)cc12
→ -7 | -7 | -0.3 | 5 | -1 | -1 | 3 | 8 | 11
- N#C/C(=C(\O)CCl)c1nnc2n1CCCCC2
→ -4 | 0 | 0.1 | 8 | -1 | -2 | 3 | 5 | -7
- Cc1ccc(C)c(OCC(O)CN2CCN(CCN3C(=O)c4cccc5cccc(c45)C3=O)CC2)c1 (stereo not given)
→ 21 | -29 | -0.4 | 7 | -14 | 19 | 15 | -10 | -7
- Cc1nc2ccc(NC(=O)C3COc4ccccc4O3)cc2s1 (stereo not given)
→ -14 | -12 | 3.1 | -10 | -2 | -6 | 2 | 11 | 20
- Cc1ccc(CC2(C)C(=O)Nc3c(Cl)cccc32)cc1 (stereo not given)
→ 2 | . | -0.1 | -11 | -7 | 5 | -3 | -3 | 13
- CCN(CC)S(=O)(=O)c1ccc(NC(=O)CCN2C(=O)C3CC=CCC3C2=O)cc1 (stereo not given)
→ -2 | -10 | 0.5 | -10 | -7 | -4 | 0 | 1 | 3
- CCC(OC(=O)C1=Cc2ccccc2OC1)C(=O)NC1CCCC1 (stereo not given)
→ -4 | -11 | 2.7 | -7 | -4 | -6 | 7 | 2 | 10
- CCOC(=O)C1CCCN(C(=O)/C=C/c2ccccc2[N+](=O)[O-])C1 (stereo not given)
→ 3 | -20 | 0.5 | 17 | -8 | -2 | 0 | -5 | -11
- C=CCNC(=O)c1onc(CSc2nc3ccccc3[nH]2)c1C(=O)NCC=C
→ 0 | -29 | 1.0 | 6 | -2 | 5 | 11 | 2 | 10
- O=C(Nc1cccc(-c2nc3cccnc3s2)c1)c1ccco1
→ -14 | -15 | 4.1 | -3 | -4 | 34 | 11 | -1 | -6
- CCOc1ccc(N(CC(=O)NC2CCCC2)S(=O)(=O)c2c(C)noc2C)cc1
→ -8 | -15 | 0.7 | -13 | -1 | . | . | 8 | 19
- O=C(NCCC1=CCCCC1)C1CCC(CNS(=O)(=O)c2ccccc2)CC1 (stereo not given)
→ -3 | 3 | 3.0 | -4 | 2 | 3 | 22 | 5 | 1
- O=C(O)CCCC(=O)N1CCc2cc(S(=O)(=O)NCc3ccc(F)cc3)ccc21
→ 3 | 1 | -0.6 | -13 | -4 | 6 | 0 | 1 | 3
- Cc1nc2nc[nH]c2cc1Br
→ -10 | -9 | 0.2 | 0 | -3 | 3 | 2 | 7 | -4
- CCOC(=O)CNC(=O)Cc1ccc(OC)cc1
→ -9 | -12 | 0.4 | 8 | -2 | -3 | 4 | 11 | -15
- Cc1csc(NC(=O)C2=COCCO2)n1
→ -10 | -4 | 1.5 | -3 | 1 | -14 | 0 | 11 | 19
- Cc1c(Cl)cccc1NC(=O)C1CC2CCC1C2 (stereo not given)
→ 22 | -5 | -0.3 | 7 | -5 | -66 | 0 | -7 | -15
- O=S1(=O)CC(N2CCCCC2)CN1C1CCCCC1 (stereo not given)
→ -7 | . | 0.3 | 2 | -6 | -15 | 5 | 9 | 17
- COc1ccc(-c2cn3c(C)c(C(=O)NCCN4CCOCC4)sc3n2)cc1
→ -1 | -5 | 0.4 | -8 | -4 | -3 | 2 | 6 | 11
- S=C(Nc1ccccc1)N1CCN(C/C=C/c2ccccc2)CC1
→ 4 | -8 | 2.1 | -24 | -6 | 3 | 3 | -3 | 17
- CCN(Cc1ccccc1)C(=O)C1CCN(C/C(C)=C/c2ccccc2)CC1
→ 7 | -17 | 5.5 | 1 | -13 | -14 | 2 | -8 | 14
- COC(=O)Cc1cc(=O)oc2cc(OC)ccc12
→ -11 | -9 | 0.2 | -21 | 1 | -9 | 3 | 10 | 22
- CCOC(=O)Cn1c(C)c(Br)c(=O)c2cccc(C)c21
→ -13 | -33 | -0.1 | -9 | -4 | 4 | 10 | 4 | 6
- CNC(=S)N1N=C(c2ccccc2)CC1c1ccc(Br)cc1 (stereo not given)
→ 0 | -19 | 0.1 | -10 | -5 | 16 | 1 | -2 | 0
- CC12CCC3(CC1CCC1OC12)OCCO3 (stereo not given)
→ -13 | . | 0.3 | -16 | -3 | -8 | 2 | 3 | 10
- CCCCNC(=S)N(C)/N=C/c1ccc(OCc2ccc(C(=O)OC)cc2)c(OC)c1
→ -14 | -19 | 0.2 | -10 | -2 | 5 | 1 | 13 | 27
- O=C(COC(=O)C1CC2CCCC(C1)C2=O)NNC(=O)c1ccc([N+](=O)[O-])cc1 (stereo not given)
→ -11 | 0 | 0.9 | 4 | 0 | -16 | 0 | 5 | -2
- O=C(Cn1nnc2ccccc2c1=O)NCc1ccc(Cl)cc1
→ -10 | -28 | 0.3 | -11 | 0 | -16 | 5 | 9 | 9
- COc1ccc(/C(C)=N/OC/C(O)=C(\C#N)c2nc3ccccc3[nH]2)cc1OC
→ 12 | 2 | 0.0 | 13 | -6 | -1 | 2 | -3 | -8
- CC(=O)c1cc(NC(=O)c2cccc(C(F)(F)F)c2)c(=O)oc1/C=C/N(C)C
→ -8 | 0 | 3.2 | -8 | -2 | 1 | 9 | 6 | 19
- CCC1CN2CCc3cc(OC)c(OC)cc3C2CC1CC1c2cc(OC)c(OC)cc2CCN1C(=O)C(Cc1c[nH]c2ccccc12)NC(=O)OC(C)(C)C (stereo not given)
→ 11 | . | 0.8 | -11 | -6 | 29 | 7 | -8 | 11
- Cc1ccc(Cn2cccc(-c3nc4ccccc4s3)c2=O)cc1
→ -10 | -17 | 0.4 | -2 | 0 | -1 | 18 | 12 | 13
- O=[N+]([O-])c1ccc(C[n+]2ccc(Cc3ccccc3)cc2)cc1
→ 28* | -1 | 0.1 | -6 | -14 | -1 | 6 | -31 | 16
- Cn1c(NNC(=O)C2CCCCC2)cc(=O)n(C)c1=O
→ 1 | -14 | 0.0 | -15 | -3 | -13 | 3 | 3 | -1
- COc1ccc(-c2c(C)n([O-])c3c([n+]2=O)CCC3)cc1OC
→ -11 | -5 | 0.2 | -5 | -3 | 0 | 6 | 8 | 21

An excerpt from above in order of the M1 PAM value, high to low:
smiles | M1 PAM
Cc1csc(NC(=O)C2=COCCO2)n1 | 11
C=CCNC(=O)c1onc(CSc2nc3ccccc3[nH]2)c1C(=O)NCC=C | 2
Cc1c(Cl)cccc1NC(=O)C1CC2CCC1C2 (stereo not given) | -7
